Screening data deposited in PubChem BioAssay by Broad Institute.
IDE exosite inh – displaces the probe from the exo-site of human IDE | P14735 | purified IDE, FL-6b probe fluorescence polarization; stronger effect = lower value | z-score at 20 µM | hit rate 6.3% among 17,000 | AID 1259349;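 active = z-score of -3 or lower, meaning strong loss of probe binding signal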;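 also: His-tagged human IDE residues 42-1019 made in E. coli with 30 nM FL-6b probe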
Target sequence (P14735 42-1019 limits assumed): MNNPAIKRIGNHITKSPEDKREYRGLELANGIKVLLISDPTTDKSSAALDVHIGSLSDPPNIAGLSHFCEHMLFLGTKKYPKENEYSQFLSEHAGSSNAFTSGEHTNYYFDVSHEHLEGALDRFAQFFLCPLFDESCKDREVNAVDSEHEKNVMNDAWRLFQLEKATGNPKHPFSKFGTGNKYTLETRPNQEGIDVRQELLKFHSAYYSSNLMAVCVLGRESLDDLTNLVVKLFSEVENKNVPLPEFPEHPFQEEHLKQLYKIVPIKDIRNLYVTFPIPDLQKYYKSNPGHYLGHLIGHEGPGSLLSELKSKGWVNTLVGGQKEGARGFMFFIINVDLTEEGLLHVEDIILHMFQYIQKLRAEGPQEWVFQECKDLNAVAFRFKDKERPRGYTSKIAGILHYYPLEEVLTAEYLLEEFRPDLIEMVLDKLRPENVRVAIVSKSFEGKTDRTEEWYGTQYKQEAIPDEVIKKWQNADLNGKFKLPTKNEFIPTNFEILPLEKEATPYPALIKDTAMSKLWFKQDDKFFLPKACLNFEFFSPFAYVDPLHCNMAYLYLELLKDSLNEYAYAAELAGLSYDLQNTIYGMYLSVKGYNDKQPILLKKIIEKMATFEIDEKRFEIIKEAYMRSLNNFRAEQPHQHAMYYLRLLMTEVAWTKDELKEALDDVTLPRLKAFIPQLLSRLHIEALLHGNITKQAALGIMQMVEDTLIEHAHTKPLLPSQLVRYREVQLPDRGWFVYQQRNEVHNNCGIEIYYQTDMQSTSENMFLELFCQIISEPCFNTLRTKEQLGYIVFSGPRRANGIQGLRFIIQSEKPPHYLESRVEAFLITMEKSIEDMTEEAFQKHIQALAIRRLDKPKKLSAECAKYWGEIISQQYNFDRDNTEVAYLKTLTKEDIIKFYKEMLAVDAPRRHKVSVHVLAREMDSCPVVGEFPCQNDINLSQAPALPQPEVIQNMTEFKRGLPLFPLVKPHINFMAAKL
Active calls of the source: *; & = joins results of further samples.

entry | SMILES | IDE exosite inh
1 | C[C@@H]1CN([C@H](C)CO)C(=O)Cc2cc(NC(=O)Nc3ccc(F)cc3)ccc2O[C@H]1CN(C)S(C)(=O)=O | 0.11
2 | COC(=O)c1ccc(CN2CC(=O)N3[C@H](CO)[C@@H](c4ccc(-c5ccc(OC)cc5)cc4)[C@H]3C2)cc1 | 2.6
3 | CC(C)[C@H]1C/C=C\CCNC(=O)[C@@H](C)CC(=O)N1 | -0.95
4 | CCC(=O)N1CCCCN2[C@H](CO)[C@@H](c3ccc(-c4cccc(C(=O)N(C)C)c4)cc3)[C@@H]2C1 | -0.59
5 | COc1ccc2c3c(n(C)c2c1)[C@H](CO)N(C(=O)Nc1ccc(F)cc1)CC31CCN(Cc2ccccn2)CC1 | -0.74
6 | CC(=O)N1CCCCN2[C@@H](CO)[C@H](c3ccc(-c4ccncc4)cc3)[C@@H]2C1 | 4.1
7 | CN(C)C(=O)c1ccc(-c2ccc([C@@H]3[C@H](C#N)N(C(=O)C4CCCC4)[C@H]3CO)cc2)cc1 | -2.7
8 | C[C@@H](NC(=O)C[C@@H]1C=C[C@@H](NS(=O)(=O)c2cccc(F)c2)[C@H](CO)O1)c1ccccc1 | 0.62

Shown with values ahead of the structure: part of the list above
cpd	IDE exosite inh	mol
4	-0.59	CCC(=O)N1CCCCN2[C@H](CO)[C@@H](c3ccc(-c4cccc(C(=O)N(C)C)c4)cc3)[C@@H]2C1
8	0.62	C[C@@H](NC(=O)C[C@@H]1C=C[C@@H](NS(=O)(=O)c2cccc(F)c2)[C@H](CO)O1)c1ccccc1
7	-2.7	CN(C)C(=O)c1ccc(-c2ccc([C@@H]3[C@H](C#N)N(C(=O)C4CCCC4)[C@H]3CO)cc2)cc1

Additional structures follow:
entry | SMILES | IDE exosite inh
9 | CC(C)CC#Cc1ccc([C@H]2[C@H]3CN(S(=O)(=O)c4ccc(F)cc4)CCCCN3[C@H]2CO)cc1 | 2.4
10 | COc1cccc(C(=O)Nc2ccc3c(c2)C(=O)N(C)[C@H]2CC[C@H](CC(=O)N[C@H](C)c4ccccc4)O[C@H]2CO3)c1 | -1
11 | CCCC#Cc1ccc([C@@H]2[C@H]3CN(C(=O)c4ccc(F)cc4)CC(=O)N3[C@H]2CO)cc1 | 0.96
12 | O=C(c1cccnc1)N1CC(=O)N2[C@H](CO)[C@@H](c3ccc(C#CCC4CCCC4)cc3)[C@H]2C1 | 3.7
13 | O=C(c1cccc(F)c1)N1CCCCN2[C@H](CO)[C@@H](c3ccc(/C=C/c4ccccc4)cc3)[C@@H]2C1 | 2.4
14 | O=C(Nc1ccccc1)N1CC(=O)N2[C@H](CO)[C@H](c3ccc(C#CC4CC4)cc3)[C@H]2C1 | -0.6
15 | O=C(Cc1ccccc1)N1CC(=O)N2[C@@H](CO)[C@H](c3ccc(C#Cc4ccccc4)cc3)[C@@H]2C1 | -2.8
16 | C/C=C/c1ccc([C@@H]2[C@@H](CNC(=O)C3CCC3)N(C(=O)NCCC)[C@H]2CO)cc1 | -0.3

Next part
entry | SMILES | IDE exosite inh
17 | COc1ccc(-c2ccc([C@H]3[C@H]4CN(Cc5ccc(F)cc5)CC(=O)N4[C@H]3CO)cc2)cc1 | 2.2
18 | C[C@@H]1CN([C@H](C)CO)C(=O)c2cccc(NC(=O)Nc3ccc(C(F)(F)F)cc3)c2O[C@H]1CN(C)S(=O)(=O)c1cn(C)cn1 | 0.36
19 | O=C1CN(Cc2ccccc2)C[C@H]2[C@@H](c3ccc(Br)cc3)[C@@H](CO)N12 | -0.04
20 | O=C(NCC1CC1)[C@@H]1[C@@H](CO)[C@@H]2Cn3c(ccc(-c4ccccc4F)c3=O)[C@H]1N2Cc1cncnc1 | 0.058
21 | CCCC#Cc1ccc([C@@H]2[C@@H](CO)N3CCCCN(Cc4cccnc4)C[C@@H]23)cc1 | 3.1
22 | COc1ccc(-c2ccc([C@@H]3[C@H]4CN(C(=O)c5ccc(F)cc5)CCCCN4[C@H]3CO)cc2)cc1 | 1.5
23 | CCC(=O)N1[C@H](CO)[C@@H](c2ccc(-c3cccc(F)c3)cc2)[C@@H]1CNC(C)=O | 2.8
24 | O=C(CCN1CCCCC1)N[C@H]1CC[C@H](CC(=O)N2CCC(Cc3ccccc3)CC2)O[C@H]1CO | -0.65

An excerpt from above in order of their number in IDE exosite inh, descending.
cpd	SMILES	IDE exosite inh
21	CCCC#Cc1ccc([C@@H]2[C@@H](CO)N3CCCCN(Cc4cccnc4)C[C@@H]23)cc1	3.1
17	COc1ccc(-c2ccc([C@H]3[C@H]4CN(Cc5ccc(F)cc5)CC(=O)N4[C@H]3CO)cc2)cc1	2.2
20	O=C(NCC1CC1)[C@@H]1[C@@H](CO)[C@@H]2Cn3c(ccc(-c4ccccc4F)c3=O)[C@H]1N2Cc1cncnc1	0.058

A draw from above in order of formula weight, high to low:
entry | SMILES | IDE exosite inh
20 | O=C(NCC1CC1)[C@@H]1[C@@H](CO)[C@@H]2Cn3c(ccc(-c4ccccc4F)c3=O)[C@H]1N2Cc1cncnc1 | 0.058
9 | CC(C)CC#Cc1ccc([C@H]2[C@H]3CN(S(=O)(=O)c4ccc(F)cc4)CCCCN3[C@H]2CO)cc1 | 2.4
19 | O=C1CN(Cc2ccccc2)C[C@H]2[C@@H](c3ccc(Br)cc3)[C@@H](CO)N12 | -0.04
23 | CCC(=O)N1[C@H](CO)[C@@H](c2ccc(-c3cccc(F)c3)cc2)[C@@H]1CNC(C)=O | 2.8

Other entries
entry | SMILES | IDE exosite inh
25 | O=C(C1CCCCC1)N1[C@H](CO)[C@H]2c3ccccc3NC[C@H]21 | 3.5
26 | CC(C)NC(=O)N1[C@@H](C#N)[C@@H](c2ccc(C#CC3CCCCC3)cc2)[C@@H]1CO | 1.2
27 | CCC(=O)N1CC(=O)N2[C@H](C1)[C@H](c1ccc(-c3cccnc3)cc1)[C@@H]2CO | -0.8
28 | CCC(=O)N1CC(=O)N2[C@@H](CO)[C@H](c3ccc(C#Cc4cccc(F)c4)cc3)[C@@H]2C1 | -0.85
29 | CC(C)CC#Cc1ccc([C@@H]2[C@@H](CO)N3CCCCN(C(=O)NC4CCCC4)C[C@@H]23)cc1 | 1.8
30 | O=C(CCN1CCCCC1)N[C@@H]1CC[C@@H](CCn2cc(-c3cccc(F)c3)nn2)O[C@@H]1CO | 1.8
31 | COc1ccc2c3c(n(C)c2c1)[C@H](CO)N(CC1CC1)CC31CCN(C(=O)c2cccc(F)c2)CC1 | -1.2
32 | CCCC(=O)N1CCC2(CC1)CN(C(C)=O)[C@H](CO)c1c2c2ccc(OC)cc2n1C | 0.93

More compounds:
entry | SMILES | IDE exosite inh
33 | CN(C)C(=O)c1ccc(-c2ccc([C@@H]3[C@H](CO)N4CCCCN(C(=O)C5CC5)C[C@@H]34)cc2)cc1 | 0.041
34 | C[C@H](O)C#Cc1ccc([C@H]2[C@@H](CO)N3CCCCN(C(=O)c4ccc(F)cc4)C[C@H]23)cc1 | 0.81
35 | COC(=O)C[C@H]1CC[C@H]2[C@@H](COC[C@H](O)CN2S(=O)(=O)c2ccccc2OC)O1 | 0.9
36 | COc1ccc(CNC(=O)C[C@@H]2C=C[C@H](NC(=O)c3cccc(F)c3)[C@H](CO)O2)cc1 | 0.013
37 | CCCNC(=O)N1[C@@H]2CNC[C@H]1C2c1ccc(-c2ccccc2F)cc1 (some centres not stated) | -1.2
38 | C/C=C/c1ccc([C@@H]2[C@@H](CO)N(C(C)=O)[C@@H]2CN(C)S(C)(=O)=O)cc1 | 3
39 | N#C[C@@H]1[C@H](c2ccc(C#Cc3ccccc3F)cc2)[C@H](CO)N1C(=O)C1CCC1 | 3.6
40 | COc1ccccc1C(=O)N1C[C@H]2[C@@H](c3ccccc31)[C@@H](CO)N2C(=O)Cc1ccccc1 | 3.6

Carrying on.
entry | SMILES | IDE exosite inh
41 | CC(=O)N1[C@H](CO)[C@@H]2c3ccccc3N(S(=O)(=O)c3ccccc3C)C[C@@H]21 | 2.3
42 | C[C@H]1CN([C@@H](C)CO)C(=O)CCCn2nncc2CO[C@H]1CN(C)C(=O)Nc1ccc2c(c1)OCCO2 | -0.69
43 | C[C@@H]1CCCCO[C@H](CN(C)CC2CCCCC2)[C@@H](C)CN([C@H](C)CO)C(=O)c2cc(NC(=O)Nc3ccc(C(F)(F)F)cc3)ccc2O1 | 0.53
44 | CCCC#Cc1ccc([C@H]2[C@H](CO)N3C(=O)CN(C(=O)Nc4cccc(F)c4)C[C@@H]23)cc1 | 1.5
45 | COc1ccc2c3c(n(C)c2c1)[C@H](CO)N(Cc1ccncc1)CC31CN(C(=O)C2CCCCC2)C1 | -0.74
46 | CN(C)C(=O)c1cccc(-c2ccc([C@H]3[C@@H](C#N)N(C(=O)C4CCCCC4)[C@H]3CO)cc2)c1 | 1.2
47 | CN(C)C(=O)c1cccc(-c2ccc3c(c2)[C@H]2[C@H](CCN2C(=O)c2cnccn2)[C@H](CO)N3)c1 | 3
48 | CCC(=O)N1CC(=O)N2[C@H](C1)[C@H](c1ccc(C3=CCCCC3)cc1)[C@@H]2CO | 0.35

Further structures.
entry | SMILES | IDE exosite inh
49 | COc1cccc(-c2ccc(C3[C@H]4CNC[C@@H]3N4Cc3cc(F)ccc3F)cc2)c1 (some centres not stated) | -2.2&1.8
50 | COC(=O)C[C@H]1C[C@H]2c3cc(N)ccc3O[C@H]2[C@H](CO)O1 | -1
51 | CN(C)C(=O)c1ccc(-c2ccc([C@H]3[C@@H](CO)N4CCCCN(C(=O)C5CC5)C[C@H]34)cc2)cc1 | 3.7
52 | CCC(=O)NC[C@@H]1[C@H](c2ccccc2)[C@@H](CO)N1C(=O)C1CC1 | 3.8
53 | CCCC(=O)Nc1ccc2c(c1)C(=O)N(C)C[C@@H](OC)[C@H](C)CN(C(=O)c1ccccn1)[C@H](C)CO2 | -0.42
54 | COc1ccc(-c2ccc([C@@H]3[C@@H](C#N)N(C(=O)C4CCOCC4)[C@H]3CO)cc2)cc1 | 1.9
55 | Cc1noc(C)c1NC(=O)Nc1ccc2c(c1)C(=O)N([C@@H](C)CO)C[C@H](C)[C@H](CN(C)S(=O)(=O)c1cccs1)OCCCC[C@H](C)O2 | 0.88
56 | CCNC(=O)C[C@H]1CC[C@@H]2[C@H](COC[C@@H](O)CN2C(=O)c2ccccn2)O1 | 1.2

(more compounds)
entry | SMILES | IDE exosite inh
57 | CCCNC(=O)N1C[C@H]2[C@@H](c3ccccc31)[C@H](CO)N2C(=O)CN1CCOCC1 | 3.3
58 | O=C(NC1CCCC1)N1CCCCN2[C@@H](CO)[C@@H](c3ccc(-c4cccnc4)cc3)[C@@H]2C1 | -1.8
59 | CC(C)(O)C#Cc1ccc([C@H]2[C@H]3CN(C(=O)c4ccc(F)cc4)CCCCN3[C@H]2CO)cc1 | 1.9
60 | OC[C@H]1[C@@H](c2ccc(-c3cccnc3)cc2)[C@H]2CN(CC3CC3)CCCCN21 | -1.3
61 | Cc1ccccc1S(=O)(=O)N1[C@H](CO)[C@H](c2ccccc2)[C@@H]1C#N | 2.2
62 | O=C(c1cccc(F)c1)N1CCCCN2[C@H](CO)[C@@H](c3ccc(/C=C/c4ccccc4)cc3)[C@H]2C1 | 0.2
63 | CO[C@H]1CN(C)C(=O)c2cc(NC(=O)c3ccc(Oc4ccccc4)cc3)ccc2OC[C@H](C)NC[C@@H]1C | -1.3
64 | O=C(C[C@H]1CC[C@H]2NC[C@@H](O)COC[C@@H]2O1)N1CCc2ccccc2C1 | -2

Additional compounds follow:
entry | SMILES | IDE exosite inh
65 | COCC(=O)NC[C@H]1N[C@H](CO)[C@@H]1c1ccc(-c2ccccc2)cc1 | -0.6
66 | O=C1Nc2ccccc2OCc2cn(nn2)CC[C@H]1Cc1ccc(-c2ccccc2)cc1 | -0.78
67 | COCC(=O)N1[C@H](CO)[C@H](c2ccc(-c3cccnc3)cc2)[C@@H]1C#N | 0.47
68 | C[C@H](O)C#Cc1ccc([C@H]2[C@@H](CO)N3CCCCN(C(=O)c4ccc5c(c4)OCO5)C[C@@H]23)cc1 | 0.27
69 | CC(C)NC(=O)N1[C@H](CO)[C@@H](c2ccccc2)C12CN(Cc1cc(F)cc(F)c1)C2 | 0.49
70 | C[C@@H]1CN([C@H](C)CO)C(=O)c2ccccc2-c2ccccc2CO[C@@H]1CN(C)C(=O)[C@@H]1CCCN1C | 0.26
71 | CC(C)COC(=O)N(C)C[C@@H]1OCc2ccccc2-c2ccccc2C(=O)N([C@@H](C)CO)C[C@@H]1C | -1.4
72 | O=C(Cc1ccncc1)NCC[C@H]1CC[C@H](NS(=O)(=O)c2ccccc2Cl)[C@H](CO)O1 | 1.8

(further entries)
entry | SMILES | IDE exosite inh
73 | C[C@H]1CN([C@@H](C)CO)S(=O)(=O)c2ccc(-c3ccncc3)cc2O[C@H]1CN(C)S(C)(=O)=O | 0.065
74 | CCCNC(=O)N1C[C@H]2[C@@H](c3ccccc31)[C@@H](CO)N2C(=O)Nc1ccccc1F | -0.093
75 | CC(C)CN(C[C@H]1N[C@H](CO)[C@@H]1c1ccccc1)C(=O)CN(C)C | 2.3
76 | COc1ccc(S(=O)(=O)N(C)C[C@@H]2OCCCC[C@H](C)Oc3ccc(NC(=O)Cc4ccccc4)cc3C(=O)N([C@H](C)CO)C[C@H]2C)cc1 | 2.3
77 | CCCC#Cc1ccc([C@H]2[C@H](CO)N3C(=O)CN(C(=O)c4ccccn4)C[C@@H]23)cc1 | 1.1

These rows are one share of the data; count on the stated rates, not on these rows.
